Shn3 inh set2 = Schnurri-3 reporter inhibition in Clone20 osteoblasts; Clone20 osteoblast Shn3 3'UTR firefly luciferase, 24 h; inhibition, % at 12.5 µM; 360,000 compounds, 0.52% hits; AID 588674;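 active means mean inhibition of at least 75% with every replicate also reaching 75%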;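 further: 0% = median of neutral control wells and 100% = pilot-screen positive control compound; some compounds past the cut are filed as inactive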
PDI inh = inhibitors of human protein disulfide isomerase. P07237. PDI insulin aggregation turbidity, A650, 90 min. inhibition, % at 10 µM. 350,000 compounds, 0.052% hits. AID 588391;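 active means mean inhibition across replicates of 30% or more, whatever share of single replicates reach that level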;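 further: absorbance from insulin aggregation driven by PDI reduction with DTT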
Target sequence (P07237 whole entry, looked up): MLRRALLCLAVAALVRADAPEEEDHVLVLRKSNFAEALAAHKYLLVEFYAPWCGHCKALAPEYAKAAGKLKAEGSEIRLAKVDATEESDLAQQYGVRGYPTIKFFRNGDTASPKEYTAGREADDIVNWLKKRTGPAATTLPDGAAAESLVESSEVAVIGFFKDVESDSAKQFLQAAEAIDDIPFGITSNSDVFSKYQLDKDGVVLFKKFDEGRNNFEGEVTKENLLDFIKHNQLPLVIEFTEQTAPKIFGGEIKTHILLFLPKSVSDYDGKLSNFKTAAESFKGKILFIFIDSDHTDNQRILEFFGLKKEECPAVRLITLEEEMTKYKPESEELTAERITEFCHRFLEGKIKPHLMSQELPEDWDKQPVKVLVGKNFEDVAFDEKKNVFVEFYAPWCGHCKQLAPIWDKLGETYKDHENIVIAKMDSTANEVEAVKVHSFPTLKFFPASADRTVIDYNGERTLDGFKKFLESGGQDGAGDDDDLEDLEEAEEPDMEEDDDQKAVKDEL
Vif imaging = HIV Vif inhibition | HEK293T cells, Vif self-association by quenched fluorescence, imaging, 24 h | inhibition, % at 7.49 µM | 340,000 compounds, 0.35% hits | AID 602346; in the data active means inhibition above about 50%, passing the limit was not always enough; further: some results filed as inactive read as strong as hits
KKLEB cytotox = counter-screen for CF NF-kB inhibitors: cytotoxicity; activity change (cytotoxicity), % at 5 µM; 360,000 compounds, 0.36% hits; KKLEB CF airway cells viability, ATPlite luminescence, overnight; stronger effect = lower value; cells stimulated with P. aeruginosa culture filtrate;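 active means corrected activity change at or below -50% at 5 µM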
CaV13 ICDI inh = Disruptors of the CACNA1D IQ motif to Ca2+-dependent inactivation inhibitor domain association, primary screening, Förster resonance energy transfer in intact living …; 340,000 compounds, 0.098% hits; inhibition, % at 12.3 µM; HEK cells, CFP/YFP FRET ICDI-IQ, plate reader, 10 min; percent FRET-ratio fall versus neutral wells;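 active means mean replicate inhibition of at least 30% and at least 1% of replicates passing that level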;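 further: 0% = median of the neutral control wells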
TRPM1 prom inh = reduces MITF-dependent TRPM1 promoter luciferase signal; SK-MEL-5 TRPM1 promoter luciferase, 24 h; inhibition, % at 12.5 µM; 330,000 compounds, 0.83% hits; AID 488899;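 active means mean inhibition across replicates of 60% or more, whatever share of single replicates reaches that level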; further: values of inactives mirror those of a sister screen read the other way
NR2E3 ag-1 = human photoreceptor-specific nuclear receptor agonism; inhibition of corepressor binding, % at 3.98 µM; CHO-S Gal4-NCOR/VP16-NR2E3 two-hybrid, luciferase; 360,000 compounds, 0.35% hits; Q9Y5X4; AID 602229;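 active means inhibition above the mean of all tested compounds plus 3 SD, cut at about 70% in these data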;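 further: 0% = DMSO with NR2E3 transfected cells and 100% = cells lacking NR2E3 construct; higher means lower luciferase signal from less NR2E3 corepressor binding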
Target sequence (Q9Y5X4 whole entry, looked up, the tested form may be a part): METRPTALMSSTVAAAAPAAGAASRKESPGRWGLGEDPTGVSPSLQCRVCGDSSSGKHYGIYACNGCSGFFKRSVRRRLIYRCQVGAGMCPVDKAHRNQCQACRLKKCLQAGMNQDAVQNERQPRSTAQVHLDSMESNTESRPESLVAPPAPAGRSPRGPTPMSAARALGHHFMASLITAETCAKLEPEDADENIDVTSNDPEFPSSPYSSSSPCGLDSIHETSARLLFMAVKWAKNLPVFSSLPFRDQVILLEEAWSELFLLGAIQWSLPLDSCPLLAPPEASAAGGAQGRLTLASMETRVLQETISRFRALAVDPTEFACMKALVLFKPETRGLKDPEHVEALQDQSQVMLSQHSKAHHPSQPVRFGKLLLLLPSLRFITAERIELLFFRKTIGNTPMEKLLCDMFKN
Peg3 promoter = reduces Peg3 promoter-driven luciferase expression in HeLa; HeLa PEG-Prom luciferase reporter, luminescence, overnight; 360,000 compounds, 1.7% hits; AID 588405; inhibition, % at 20 µM;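 active means inhibition of at least 50% at 20 µM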
CF NFkB inh = inhibitors of cystic fibrosis induced NF-kB. inhibition, % at 5 µM. 360,000 compounds, 0.86% hits. AID 588850. KKLEB NF-kB-GFP reporter, PAF-induced, GFP fluorescence overnight;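 active means at least 50% inhibition at 5 µM, scaled per plate between neutral and stimulator controls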;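 further: PAF is a Pseudomonas aeruginosa culture filtrate used as stimulus; plate controls were PAF-stimulated DMSO wells for no effect and unstimulated DMSO wells for full effect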
NR2E3 ag-2 = NR2E3 (human) agonism; Q9Y5X4; GST-NR2E3/biotin-RetCOR TR-FRET, 1536-well; inhibition of corepressor binding, % at 4.78 µM; 320,000 compounds, 0.12% hits; AID 2300;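 active means percent inhibition above the cutoff of mean plus 3 SD of all tested compounds, set per screening campaign, cut at about 20% in these data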;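 further: 0% = DMSO wells and 100% = biotin wells as full block of FRET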
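Material: NR2E3–RetCOR corepressor complex | Quantity: 1.35 nM GST-tagged NR2E3 final | Schedule: 5 h at 4 °C | Replication: Singlicate compound wells | Reagent: RetCOR corepressor, biotinylated, 7 nM | Controls: Biotin wells as high control, 0.6% DMSO wells as low control | Signal: TR-FRET, Eu(K)-anti-GST donor, streptavidin-D2 acceptor, ex 340, em 617/671 nm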
HIF-2a block = HIF-2a inhibition. 786-0 RCC cells HIF-2a reporter, luciferase luminescence, overnight. inhibition, % at 18.8 µM. 360,000 compounds, 0.72% hits. AID 624352;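 active means inhibition of the luminescence signal of 40% or more relative to plate controls, in a single-dose primary screen at 18.75 µM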
Starred values were filed as active, the others as inactive. An unsorted share of the library, and some 3.3% of all compounds hit somewhere here.

CC(=O)c1ccc(NC(=O)C[n+]2ccc(N(C)C)cc2)cc1 was read as Shn3 inh set2 3, PDI inh -10, Vif imaging -3, KKLEB cytotox -10, CaV13 ICDI inh 7, TRPM1 prom inh 7, NR2E3 ag-1 5, Peg3 promoter 12, CF NFkB inh 8 and HIF-2a block 26.
For O=C(O)C(CCc1ccccc1)N1C(=O)c2ccccc2C1=O (configuration not stated) the results were Shn3 inh set2 10, PDI inh -4, Vif imaging 16, KKLEB cytotox -14, CaV13 ICDI inh -6, TRPM1 prom inh -1, NR2E3 ag-1 -19, Peg3 promoter -1, CF NFkB inh 13 and HIF-2a block 18.
Screening Cc1ccc(S(=O)(=O)N2C(=O)CCC2C(=O)O/N=C(\N)c2cccc([N+](=O)[O-])c2)cc1 (configuration not stated) returned Shn3 inh set2 19, PDI inh 12, Vif imaging 11, KKLEB cytotox 0, CaV13 ICDI inh -6, TRPM1 prom inh 11, NR2E3 ag-1 -7, Peg3 promoter 20, CF NFkB inh -30, NR2E3 ag-2 3 and HIF-2a block 10.
Screening COCCNC(=O)/C(C#N)=C/c1cccc(/C=C(\C#N)C(=O)NCCOC)c1 returned Shn3 inh set2 9, PDI inh -10, Vif imaging 0, KKLEB cytotox 2, CaV13 ICDI inh -5, TRPM1 prom inh 65*, NR2E3 ag-1 -15, Peg3 promoter 20, CF NFkB inh 21, NR2E3 ag-2 5 and HIF-2a block 40.
CN=C1N(C)C[C@@H]2[C@@H]3C(=O)N(C)C(=O)[C@@H]3[C@](C)(C(=O)OC)N12 was read as Shn3 inh set2 -7, PDI inh -5, Vif imaging 13, KKLEB cytotox 14, CaV13 ICDI inh -5, TRPM1 prom inh 4, NR2E3 ag-1 -4, Peg3 promoter 2, CF NFkB inh 0 and HIF-2a block 9.
For COc1ccc(CNC(=O)CSCc2c(F)cccc2Cl)cc1 the results were Shn3 inh set2 -3, PDI inh -6, Vif imaging -4, KKLEB cytotox 2, CaV13 ICDI inh -6, TRPM1 prom inh -1, NR2E3 ag-1 14, Peg3 promoter -24, CF NFkB inh 4, NR2E3 ag-2 2 and HIF-2a block -33.
`Cc1ccc(NC(=O)N2CCSc3ccccc32)cc1` gave Shn3 inh set2 14, KKLEB cytotox -2, CaV13 ICDI inh 1, TRPM1 prom inh -31, NR2E3 ag-1 -27, Peg3 promoter -69, CF NFkB inh 7, NR2E3 ag-2 3 and HIF-2a block -117.
`COc1ccc(CN(C)C(=O)Cn2cc(C)c(=O)[nH]c2=O)cc1OC` gave Shn3 inh set2 4, PDI inh -4, Vif imaging 14, KKLEB cytotox 12, CaV13 ICDI inh -9, TRPM1 prom inh -6, NR2E3 ag-1 -16, Peg3 promoter 6, CF NFkB inh 5 and HIF-2a block 8.
O=S(=O)(NCCc1ccccn1)c1ccc(OC(F)(F)F)cc1 was read as Shn3 inh set2 15, PDI inh -3, Vif imaging 0, KKLEB cytotox -1, CaV13 ICDI inh -2, TRPM1 prom inh 12, NR2E3 ag-1 -6, Peg3 promoter 6, CF NFkB inh 8, NR2E3 ag-2 -3 and HIF-2a block 3.
For Cc1cc(=O)[nH]c(-c2cccs2)n1 the results were Shn3 inh set2 -17, PDI inh -7, Vif imaging 6, KKLEB cytotox 1, CaV13 ICDI inh -2, TRPM1 prom inh 7, NR2E3 ag-1 -14, Peg3 promoter 7, CF NFkB inh 8, NR2E3 ag-2 2 and HIF-2a block 12.
CCOC(=O)C1CCN(C(=O)c2ccc3nc(-c4ccc(OC)cc4)c(-c4ccc(OC)cc4)nc3c2)CC1 was read as Shn3 inh set2 30, PDI inh 6, Vif imaging -5, KKLEB cytotox -10, CaV13 ICDI inh -5, TRPM1 prom inh 7, NR2E3 ag-1 -37, Peg3 promoter -7, CF NFkB inh -10, NR2E3 ag-2 1 and HIF-2a block 12.
`C=CCNC(=O)CN(c1cc(Cl)ccc1OC)S(=O)(=O)c1ccc(C)c([N+](=O)[O-])c1` gave Shn3 inh set2 2, PDI inh 5, Vif imaging 9, KKLEB cytotox -4, CaV13 ICDI inh -3, TRPM1 prom inh 2, NR2E3 ag-1 6, Peg3 promoter 24, CF NFkB inh 20, NR2E3 ag-2 2 and HIF-2a block 13.
`CCOC(=O)c1cc(-c2ccccc2)sc1NC(=O)C(C)Sc1nnc(C)s1` (configuration not stated) gave Shn3 inh set2 13, PDI inh -4, Vif imaging 1, KKLEB cytotox 2, CaV13 ICDI inh -5, TRPM1 prom inh -66, NR2E3 ag-1 -33, Peg3 promoter 17, CF NFkB inh -5, NR2E3 ag-2 0 and HIF-2a block -22.
Screening CC(C)NC(=O)CN1C(=O)NC(CCc2ccccc2)C1=O (configuration not stated) returned Shn3 inh set2 -2, PDI inh 0, Vif imaging 0, KKLEB cytotox -23, CaV13 ICDI inh -6, TRPM1 prom inh -5, NR2E3 ag-1 10, Peg3 promoter 10, CF NFkB inh 0, NR2E3 ag-2 1 and HIF-2a block 21.
`COC(=O)c1c(-c2cc(OC)cc(OC)c2)sc2ccc(OC)cc12` gave Shn3 inh set2 -13, PDI inh 20, Vif imaging 5, KKLEB cytotox 6, CaV13 ICDI inh -2, TRPM1 prom inh -37, NR2E3 ag-1 -45, Peg3 promoter -90, CF NFkB inh -5 and HIF-2a block -107.
Screening Cc1cc(C)c(C)c(C(=O)COC(=O)CNC(=O)CNC(=O)c2ccco2)c1C returned Shn3 inh set2 -9, PDI inh -3, Vif imaging 8, KKLEB cytotox 2, CaV13 ICDI inh -3, TRPM1 prom inh 5, NR2E3 ag-1 -5, Peg3 promoter -2, CF NFkB inh 3, NR2E3 ag-2 1 and HIF-2a block 3.
CCOc1cc(/C=N/NC(N)=O)ccc1OCC(=O)Nc1ccc(C)c(C)c1 was read as Shn3 inh set2 -9, PDI inh -1, Vif imaging -1, KKLEB cytotox -3, CaV13 ICDI inh 12, TRPM1 prom inh -12, NR2E3 ag-1 8, Peg3 promoter 20, CF NFkB inh 2, NR2E3 ag-2 5 and HIF-2a block 24.
Screening Cn1ncc([N+](=O)[O-])c1C(=O)Nc1ccccc1Cl returned Shn3 inh set2 -3, PDI inh -2, Vif imaging 5, KKLEB cytotox 2, CaV13 ICDI inh -3, TRPM1 prom inh 1, NR2E3 ag-1 -11, Peg3 promoter 9, CF NFkB inh 14, NR2E3 ag-2 0 and HIF-2a block 9.
Screening CCC(=O)N1c2ccccc2NC2=C(C(=O)CCC2)C1c1ccc(N(C)C)cc1 (configuration not stated) returned Shn3 inh set2 -5, PDI inh 1, KKLEB cytotox -1, CaV13 ICDI inh 4, TRPM1 prom inh 9, NR2E3 ag-1 -7, Peg3 promoter 18, CF NFkB inh -19, NR2E3 ag-2 0 and HIF-2a block -31.
`CC(C)Sc1nnc(-c2ccc(S(=O)(=O)N3CCOCC3)cc2)n1C` gave Shn3 inh set2 -1, PDI inh -2, Vif imaging -13, KKLEB cytotox 7, CaV13 ICDI inh -3, TRPM1 prom inh 9, NR2E3 ag-1 8, Peg3 promoter -3, CF NFkB inh -7, NR2E3 ag-2 3 and HIF-2a block 12.
Screening O=C(NCCCn1ccnc1)c1cccnc1 returned Shn3 inh set2 6, PDI inh -11, Vif imaging 18, KKLEB cytotox 7, CaV13 ICDI inh -4, TRPM1 prom inh 1, NR2E3 ag-1 -12, Peg3 promoter 2, CF NFkB inh 8, NR2E3 ag-2 4 and HIF-2a block 5.
Screening CC(C)(C)Cc1nc2ccccc2n1CCc1ccccc1 returned Shn3 inh set2 -1, PDI inh 0, Vif imaging -3, KKLEB cytotox -23, CaV13 ICDI inh -4, TRPM1 prom inh 14, NR2E3 ag-1 -7, Peg3 promoter 30, CF NFkB inh -2, NR2E3 ag-2 -3 and HIF-2a block 28.
Screening COc1ccc(C(=O)OCC(=O)c2ccc3c(c2)NC(=O)CO3)cc1S(=O)(=O)N1CCOCC1 returned Shn3 inh set2 -26, PDI inh -10, Vif imaging -2, KKLEB cytotox -20, CaV13 ICDI inh -5, TRPM1 prom inh -4, NR2E3 ag-1 -8, Peg3 promoter 19, CF NFkB inh 34 and HIF-2a block 10.
Screening COCCNC(=O)c1nn(-c2cc(OC)cc(OC)c2)c(=O)c2ccccc12 returned Shn3 inh set2 -7, PDI inh -10, Vif imaging 1, KKLEB cytotox 2, CaV13 ICDI inh -6, TRPM1 prom inh 6, NR2E3 ag-1 -24, Peg3 promoter -4, CF NFkB inh 1, NR2E3 ag-2 -1 and HIF-2a block 18.
Screening NC(=O)c1cccc(-c2coc3c(C(=O)NCc4cccnc4)cccc23)c1 returned Shn3 inh set2 36, PDI inh -3, Vif imaging -11, KKLEB cytotox -17, CaV13 ICDI inh -8, NR2E3 ag-1 -18, Peg3 promoter -26, CF NFkB inh 5 and HIF-2a block -26.
Cc1cccc2c1-c1sc(C(=O)NCCCN3CCc4ccccc4C3)cc1CO2 was read as Shn3 inh set2 -2, PDI inh -2, Vif imaging 0, KKLEB cytotox 3, CaV13 ICDI inh -1, TRPM1 prom inh -42, NR2E3 ag-1 15, Peg3 promoter 8, CF NFkB inh -3, NR2E3 ag-2 2 and HIF-2a block -2.

Nothing new here: an excerpt of the list.
Screening CC(C)(C)Cc1nc2ccccc2n1CCc1ccccc1 returned Shn3 inh set2 -1, PDI inh 0, Vif imaging -3, KKLEB cytotox -23, CaV13 ICDI inh -4, TRPM1 prom inh 14, NR2E3 ag-1 -7, Peg3 promoter 30, CF NFkB inh -2, NR2E3 ag-2 -3 and HIF-2a block 28.
Screening COc1ccc(C(=O)OCC(=O)c2ccc3c(c2)NC(=O)CO3)cc1S(=O)(=O)N1CCOCC1 returned Shn3 inh set2 -26, PDI inh -10, Vif imaging -2, KKLEB cytotox -20, CaV13 ICDI inh -5, TRPM1 prom inh -4, NR2E3 ag-1 -8, Peg3 promoter 19, CF NFkB inh 34 and HIF-2a block 10.
Screening COCCNC(=O)c1nn(-c2cc(OC)cc(OC)c2)c(=O)c2ccccc12 returned Shn3 inh set2 -7, PDI inh -10, Vif imaging 1, KKLEB cytotox 2, CaV13 ICDI inh -6, TRPM1 prom inh 6, NR2E3 ag-1 -24, Peg3 promoter -4, CF NFkB inh 1, NR2E3 ag-2 -1 and HIF-2a block 18.
Screening NC(=O)c1cccc(-c2coc3c(C(=O)NCc4cccnc4)cccc23)c1 returned Shn3 inh set2 36, PDI inh -3, Vif imaging -11, KKLEB cytotox -17, CaV13 ICDI inh -8, NR2E3 ag-1 -18, Peg3 promoter -26, CF NFkB inh 5 and HIF-2a block -26.
